CCT modulator: changes cytosolic chaperonin activity; purified chaperonin ATPase assay, HTRF ADP detection, 30 min; activity change, % (no concentration beside the values), hits read low; 360,000 compounds, 0.3% hits; in the data active = activity change below about -30%; note: % is set by controls: 0 for no effect and ±100 for the full control effect
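First, chaperonin was dispensed at 40 nM or 20 nM final depending on batch activity. Next, compounds were pinned at 76 uM and ATP added at 10 uM. After 30 min at 37 °C, ADP detection reagents ran 30 min at ambient temperature.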
Akt phos inh: blocks phosphorylation of Akt; Neuro2A IGF-stimulated pAkt S473 HTRF, 20 min; stronger effect = lower value; activity change, % for hits at 50 µM; 360,000 compounds, 0.32% hits; AID 651550; in the data active = activity change below about -80%; inconclusive = mostly about -51% to -80%; note: % is set by controls: 0 for no effect and ±100 for the full control effect
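Neuro2A cells (4,500/well, DMEM with 0.5% FBS) were treated with compound at a single 50 µM final concentration, stimulated with 6 nM IGF for 20 min at 37 °C, and lysed. Phospho-Akt Ser473 was read by HTRF as 665/615 ratio ×10^4.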
MmCpn inh: blocks the Methanococcus maripaludis chaperonin Mm-Cpn | purified Mm-Cpn ATPase, ADP Transcreener TR-FRET | Potency, µM (series often up to 76.9 µM), without a hit: at the highest dose activity, negative = inhibition, hits mostly inhibitors | 330,000 compounds, 0.031% hits | AID 504842; note: potency is the fitted concentration of half-maximal effect; % is set by controls: 0 for no effect and ±100 for the full control effect; nearly all actives have a fitted effect of over 80% in size
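ATPase turnover read by TR-FRET ADP competition (Eu cryptate antibody/ADP-d2, 665/590 nm): 10uM ATP final, 25nM Mm-CPN final, 30 min 37degC after 10-min compound preincubation, pH 7.4 Tris/KCl/MgCl2/DTT buffer.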
PTHR1 agonist: activates the human parathyroid hormone receptor PTHR1 | Potency, µM (series often up to 115 µM), for inactives: at the highest dose activation, usual class: activators | Q03431 | HEK293 GP2 PTHR1 cells, GloSensor cAMP luminescence, 1 h | 410,000 compounds, 0.075% hits; note: potency is the fitted concentration of half-maximal effect; nearly all actives have a fitted effect of over 55% in size; some results filed as inactive show a strong effect at the top dose; inactives centre near -15; many of its hits are not listed in these tables
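HEK-293-derived GP2 cells expressing PTHR1 and a GloSensor cAMP reporter, 3,000/well, plated overnight, given luciferin plus IBMX (each 0.5 mM as added) for 1 h at 37 °C, then compound for 1 h at 37 °C. Luminescence was read after 15 min at room temperature.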
DRD3 agonist: activates the human D3 dopamine receptor | max activation, % | AID 652048 | P35462 | D3R DiscoveRx beta-arrestin cells, luminescence, 90 min | 410,000 compounds, 0.58% hits; in the data active = max activation above about 30%; note: 0% is about no effect; mostly tested at two doses, the higher about 12 µM
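Agonist mode: compounds and dopamine controls were applied to plated cells for 90 min at 37 degrees C after an overnight attachment at 1500 cells/well. Luminescent read-out followed 30 - 60 minutes at room temperature with DiscoveRx detection reagent.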
DRD3 antagonist: antagonists of human D3 dopamine receptor. P35462. D3R cells, DiscoveRx beta-arrestin luminescence, antagonist mode; stronger effect = lower value. max response, negative = inhibition, %. 360,000 compounds, 2.5% hits. AID 652054; in the data active = max response below about -50%; inconclusive = no clear call, values can overlap the other calls; note: % is set by controls: 0 for no effect and ±100 for the full control effect; mostly tested at two doses, the higher about 12 µM
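Cells expressing the human receptor were seeded at 1500 cells/well, incubated overnight at 37 degrees C in 5% CO2, then exposed to library compounds with dopamine controls for 90 minutes at 37 degrees C before luminescent detection.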
EPAC2 antagonist: antagonists of human EPAC2 | Q8WZA2 | EPAC2 GEF exchange of Rap1B-BODIPY-GDP, fluorescence | Potency, µM (highest dose often 114 µM), without a hit: at the highest dose activity, negative = inhibition, most hits filed as inhibitors | 360,000 compounds, 0.18% hits; note: potency is the fitted concentration of half-maximal effect; % is set by controls: 0 for no effect and ±100 for the full control effect; nearly all actives have a fitted effect of over 45% in size; many of its hits are not listed in these tables
Target sequence (Q8WZA2 whole entry, looked up): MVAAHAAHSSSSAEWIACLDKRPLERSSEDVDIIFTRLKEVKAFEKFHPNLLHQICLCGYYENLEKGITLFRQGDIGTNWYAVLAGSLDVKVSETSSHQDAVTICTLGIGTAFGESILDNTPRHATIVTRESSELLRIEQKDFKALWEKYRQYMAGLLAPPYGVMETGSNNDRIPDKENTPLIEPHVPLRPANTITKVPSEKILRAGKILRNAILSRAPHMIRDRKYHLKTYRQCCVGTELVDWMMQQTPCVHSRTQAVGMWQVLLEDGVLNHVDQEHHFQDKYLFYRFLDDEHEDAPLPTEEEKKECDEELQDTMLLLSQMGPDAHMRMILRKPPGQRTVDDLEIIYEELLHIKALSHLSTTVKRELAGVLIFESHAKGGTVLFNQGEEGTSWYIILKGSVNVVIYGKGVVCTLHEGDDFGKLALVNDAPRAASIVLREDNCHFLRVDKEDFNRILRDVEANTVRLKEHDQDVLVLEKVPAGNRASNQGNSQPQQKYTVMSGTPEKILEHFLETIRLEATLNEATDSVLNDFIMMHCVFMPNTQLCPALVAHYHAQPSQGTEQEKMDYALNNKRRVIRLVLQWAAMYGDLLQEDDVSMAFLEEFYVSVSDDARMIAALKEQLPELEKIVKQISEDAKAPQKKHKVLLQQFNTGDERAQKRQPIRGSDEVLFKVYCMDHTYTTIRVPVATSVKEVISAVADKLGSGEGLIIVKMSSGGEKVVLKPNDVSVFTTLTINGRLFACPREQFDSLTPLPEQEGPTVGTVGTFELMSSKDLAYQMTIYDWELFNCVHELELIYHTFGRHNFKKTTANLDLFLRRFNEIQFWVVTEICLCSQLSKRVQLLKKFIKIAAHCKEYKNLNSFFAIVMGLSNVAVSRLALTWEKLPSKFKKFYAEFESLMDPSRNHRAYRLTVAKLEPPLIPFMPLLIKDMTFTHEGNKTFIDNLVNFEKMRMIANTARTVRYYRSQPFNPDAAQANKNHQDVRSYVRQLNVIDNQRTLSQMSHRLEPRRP
EPAC2 ag: agonists of human EPAC2 (RAPGEF4) | Q8WZA2 | AID 720711 | Potency, µM (series often up to 154 µM), without a hit: top-dose activation, hits mostly activators | EPAC2 activation, biochemical qHTS; response scale: 100% = 6.5 mM cAMP response | 360,000 compounds, 0.079% hits; note: potency is the fitted concentration of half-maximal effect; nearly all actives have a fitted effect of over 50% in size
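Compounds were added across a concentration range to EPAC2 (100 nM), RAP1B-BODIPY-GDP (250 nM) and GDP (50 uM). After 5 min at room temperature, fluorescence was recorded at 5-min intervals for 30 min.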
Active calls of the source: *; i = inactive; ? = inconclusive; / = not tested or not shown; & = joins results of further samples; [ ] = another dose, or the depositor's remark. Unless noted, calls come from the whole dose curve; as a rule, active = well fitted curve in the direction sought with a large enough effect; inconclusive = small, poorly fitted or top-dose-only effect, or another doubt; inactive = no such curve, though single readings can be large; an effect the other way counts as inactive or inconclusive. An excerpt. The share of hits here may be higher or lower than overall.

SMILES	CCT modulator	Akt phos inh	MmCpn inh	PTHR1 agonist	DRD3 agonist	DRD3 antagonist	EPAC2 antagonist	EPAC2 ag
COc1cc2c3c(c1)c(C1=NC(=S)NC1=O)c(O)n3C(C)(C)C=C2C	-1.6	i	0%	-1%[57.5 µM]	24	21	-6%	2%
Cc1ccc(Cl)cc1N1CCN(C(=O)CCS(=O)(=O)c2cccc3nonc23)CC1	-2.5	i	-14%	-21%	-11	-20	-11%	16%
Cc1nc2ccccn2c1C(=O)NN=C1CCCC1	-0.3	i	0%	-23%	-3	-12	1%	1%
COc1cc(C)nc(NCc2ccccc2)n1	-1.8	i	2%	i	-5	7	-1%	-1%
CCOC(=O)c1c(C)n(C)c2ccc(OC(=O)c3ccco3)cc12	-1.5	i	-1%	-4%[57.5 µM]	-2	0	-14%	11%
c1ccc(C(Cc2nc(-c3ccccn3)no2)c2ccccc2)cc1	-2.5	i	0%	-5%[57.5 µM]	4	?	-12%	6%
Cc1ccc(-n2nc3c(=O)n(CCCC(=O)NCCN4CCN(C)CC4)nc(C)c3c2C)cc1	-0.4	i	3%	-10%	5	-2	-2%	3%
CCOC(=O)CN1C(=O)N[C@@H](c2ccccc2)C(C(C)=O)=C1C	3.0	i	-4%	i	15	24	-7%	7%
O=C(N/N=C/c1ccccc1O)C1CCCC1	-4.0	i	1%	i	0	-1	-4%	7%
N#Cc1ccc(C(=O)Nc2ccc(S(=O)(=O)NC3=NCCCCC3)cc2)cc1	-1.1	i	-1%	-13%[57.5 µM]	-2	-18	16%	-3%
COC(=O)Cn1c2[n+](c3ccccc31)CC(O)CS2 (stereo not given)	-1.7	i	0%	-18%	-7	-15	12%	-1%
O=C(CN1C(=O)CCC1=O)Nc1nc(-c2ccc3ccccc3c2)cs1	-1.2	i	-4%	-6%	2	13	3%	1%
COc1c2ccoc2nc2c(OC)c(O)ccc12	1.3	i	-1%	i	-1	0	-14%	-3%
COc1cc(OC)cc(C(=O)NC(=S)NCCc2ccccc2)c1	1.1	i	2%	-9%	-5	8	-3%	10%
Nc1c(C(=O)NCc2ccccc2)sc2nc(N3CCOCC3)c3c(c12)CCCC3	-2.6	i	-1%	-5%	1	24	-1%	13%

Of the compounds above, 5 have four or more nitrogen atoms:
SMILES	CCT modulator	Akt phos inh	MmCpn inh	PTHR1 agonist	DRD3 agonist	DRD3 antagonist	EPAC2 antagonist	EPAC2 ag
Cc1ccc(Cl)cc1N1CCN(C(=O)CCS(=O)(=O)c2cccc3nonc23)CC1	-2.5	i	-14%	-21%	-11	-20	-11%	16%
Cc1nc2ccccn2c1C(=O)NN=C1CCCC1	-0.3	i	0%	-23%	-3	-12	1%	1%
Cc1ccc(-n2nc3c(=O)n(CCCC(=O)NCCN4CCN(C)CC4)nc(C)c3c2C)cc1	-0.4	i	3%	-10%	5	-2	-2%	3%
N#Cc1ccc(C(=O)Nc2ccc(S(=O)(=O)NC3=NCCCCC3)cc2)cc1	-1.1	i	-1%	-13%[57.5 µM]	-2	-18	16%	-3%
Nc1c(C(=O)NCc2ccccc2)sc2nc(N3CCOCC3)c3c(c12)CCCC3	-2.6	i	-1%	-5%	1	24	-1%	13%

Later entries.
SMILES	CCT modulator	Akt phos inh	MmCpn inh	PTHR1 agonist	DRD3 agonist	DRD3 antagonist	EPAC2 antagonist	EPAC2 ag
O=C(CN1CCc2ccccc21)NC(c1ccccc1)c1ccccc1	-2.4	i	-15%	i	-3	-17	2%	4%
CCOc1ccc(Cc2n[nH]c(=S)n2N)cc1	-1.2	i	1%	-3%	1	-28	7%	-8%
O=C1c2ccc(-c3nc4ccccc4o3)cc2C(=O)N1Cc1cccnc1	-2.4	i	/	-22%[57.5 µM]	3	-6	-13%	10%
Cc1ccc(OC(=O)Cn2c(C(F)(F)F)nc3ccccc32)cc1	-0.4	i	4%	-7%	0	35	-4%	-7%
NCCSc1c(-c2ccccc2)[nH]c2ccccc12	0.5	i	0%	i	-7	-29	8%	5%
CC(C)(C)c1ccc(C(=O)NC(=S)NCC2CCCO2)cc1 (stereo not given)	-2.2	i	1%	-6%	1	-1	1%	3%
CN(C)CCC(c1ccccc1)c1ccccn1 (stereo not given)	0.9&1.2&-2.0	i	-3%	-7%&-30%&-21%	7&12&-5&-2	1&5&9	-11%&7%&1%	6%&-3%&7%
Cc1c(NC(=O)C2CC(c3c(F)cccc3Cl)=NO2)c(=O)n(-c2ccccc2)n1C (stereo not given)	-0.9	i	4%	i	11	14	5%	2%
COC(=O)c1cc(OC)c(OC)cc1NC(=O)c1cc(-c2ccccc2)nc2ccccc12	-1.9	i	1%	-11%[57.5 µM]	13	5	5%	0%
CC1Cc2ccccc2N1CC(=O)NC(=O)NC(C)(C)C (stereo not given)	-0.1	i	1%	i	1	1	-5%	0%
COc1ccccc1C(=O)NC(=O)COC(=O)CCNS(=O)(=O)c1ccccc1	-2.0	i	1%	-10%	1	22	-1%	-7%
CCOc1ccc(N2CC(O)Cn3c2nc2c3c(=O)n(CCCc3ccccc3)c(=O)n2C)cc1 (stereo not given)	0.6	i	0%	i	4	7	4%	-2%
CCOC(=O)C(=O)Cc1cccnn1	1.4	i	/	i	3	-9	2%	-5%
Cc1cc(C(=O)C(C(c2ccccc2)N2CCOCC2)N2CCOCC2)ccc1Cl (stereo not given)	1.8	i	/	?	-9	-6	-6%	5%
CC(=O)c1cc(C#N)c(NCc2cc(-c3ccccc3)no2)nc1C	0.3	i	4%	i	2	13	-2%	-6%

A stretch taken from the entries so far:
SMILES	CCT modulator	Akt phos inh	MmCpn inh	PTHR1 agonist	DRD3 agonist	DRD3 antagonist	EPAC2 antagonist	EPAC2 ag
CCOC(=O)C(=O)Cc1cccnn1	1.4	i	/	i	3	-9	2%	-5%
Cc1cc(C(=O)C(C(c2ccccc2)N2CCOCC2)N2CCOCC2)ccc1Cl (stereo not given)	1.8	i	/	?	-9	-6	-6%	5%
CC(=O)c1cc(C#N)c(NCc2cc(-c3ccccc3)no2)nc1C	0.3	i	4%	i	2	13	-2%	-6%

(further entries)
SMILES	CCT modulator	Akt phos inh	MmCpn inh	PTHR1 agonist	DRD3 agonist	DRD3 antagonist	EPAC2 antagonist	EPAC2 ag
CC(C)CC(OC(=O)c1ccco1)C(=O)NC1CCCCC1 (stereo not given)	0.9	i	1%	-5%	-3	14	-1%	12%
Cc1ccc(C(CNS(=O)(=O)c2ccc([N+](=O)[O-])cc2)N2CCN(C)CC2)cc1 (stereo not given)	-0.9	i	1%	-24%	-8	-18	14%	13%
OCCCc1cn(-c2ccccc2)c2ccccc12	-0.8	i	-8%	-26%	4	2	?	9%
Cn1ncc(Br)c1C(=O)O	-3.4	i	-1%	-3%	-2	-11	-11%	3%
Cc1cccc(S(=O)(=O)NCCNS(=O)(=O)c2cccc(C)c2)c1	0.9	i	-2%	i	3	-2	3%	4%
CC1(C)CC(=O)C(Sc2nnc(-c3ccc(O)cc3)n2CC2CCCO2)C(=O)C1 (stereo not given)	6.0	i	-1%	i	3	9	3%	9%
O=C(Cc1ccc([N+](=O)[O-])cc1)Nc1ccc2c(c1)C(=O)NC2=O	-0.7	i	0%	i	-7	-25	4%	7%
Fc1ccc(OCc2nc3ccccc3s2)cc1	-2.2	i	1%	-30%	-10	-11	2%	6%
Cc1sc(-n2c(C)ccc2C)c(C#N)c1C	-1.3	i	0%	-6%[57.5 µM]	3	-9	1%	11%
CC1(c2nnnn2-c2ccc3c(c2)OCCO3)CCC(=O)N1CCc1c[nH]c2ccccc12 (stereo not given)	-0.6	i	/	i	-1	-28	4%	4%
O=C(Nc1ccc(F)cc1F)C1CCCN(c2ncnc3c2nc2n3CCCCC2)C1 (stereo not given)	0.1	i	-4%	-9%	23	15	-5%	-2%
CCOc1ccc(OCC)c(-c2c(=O)n(OCc3ccccc3C(=O)OC)c3ccccc3[n+]2[O-])c1	-1.3	/	1%	i	5	31	1%	3%
CN(C)S(=O)(=O)c1ccc(N2CCCC2)c(C(=O)Nc2nc(-c3ccc(F)cc3)cs2)c1	1.4	i	-2%	-19%	2	17	4%	-4%
CCn1c(-c2ccccc2)ccc(C#N)c1=O	1.2	i	-5%	i	1	17	-9%	-5%
CCN(CC)CCNC(=O)c1[nH]c2ccc(OCc3ccccc3)cc2c1C	-6.9	i	0%	-12%	-9	-86*	-2%	-3%
CC1(C)CC(=O)C=C(c2cccc3c2Oc2ccccc2S3)C1	-2.5	i	0%	-1%	5	10	-19%	16%
COc1ccc(-n2nnnc2SCc2nc3ccccc3s2)cc1	4.0	i	-1%	-7%[57.5 µM]	4	?	1%[57.1 µM]	?
O=C(NC1CCCC1)c1ccc(CSCc2ccccc2F)o1	-1.9	/	0%	-7%[57.5 µM]	3	11	2%	7%
CCOC(=O)CSc1nc2ccccc2c(=O)n1CCC(=O)NCCc1ccc(OC)c(OC)c1	-3.3	i	0%	i	3	13	7%	-6%
CC(C)c1ccc(S(=O)(=O)N2CCN(C(=O)c3ccncc3)CC2)cc1	0.1	i	2%	-8%	1	2	-23%	10%

Source: PubChem BioAssay
